# CCHF vOTU inh: blocks the CCHF virus ovarian tumor domain protease; inhibition, % at 11.5 µM; AID 651958; CCHFV vOTU protease, Pep-AMC fluorescence; actives 0.55% (n = 370,000); in the data active means inhibition above about 30%; further: 0% = vehicle wells with enzyme and 100% = no enzyme wells
# PfHsp40 yeast: compounds rescuing yeast from Plasmodium falciparum HSP40 toxicity. growth rescue, % at 12.5 µM. AID 504582. S. cerevisiae expressing PfHsp40, growth rescue, ATP luminescence. actives 0.68% (n = 340,000); in the data active means growth rescue above about 28%, passing the limit was not always enough; inconclusive means no clear call, values can overlap the other calls;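 further: yeast W303a lacking pdr1 and pdr3 grown in galactose medium; growth measured after three days at 30 °C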
# Vc quorum ag: inducers of Vibrio cholerae quorum light production without autoinducers; AID 588436; actives 0.16% (n = 350,000); activation, % at 18.7 µM; V. cholerae BH1578 lux reporter, luminescence, 6 h; in the data active means activation mostly above about 9.7%, no sharp cut-off; inconclusive means no clear call, values can overlap the other calls; inactive means mostly below about 3.7%; further: not every result past the cut was called active; inactives centre near 0; reference of the scale not given here
# VHR inh abs: inhibitors of human VHR1 phosphatase (DUSP3). P51452. recombinant VHR phosphatase, pNPP absorbance. inhibition, % at 13.3 µM. actives 0.52% (n = 290,000). AID 1654; in the data active means inhibition above about 50%; further: some compounds called inactive have numbers as strong as hits
# SARS 3CLpro inh: SARS-CoV 3CLpro protease inhibition; P0C6X7; recombinant SARS-CoV 3CLpro, quenched FRET peptide cleavage; inhibition, % at 6 µM; actives 0.14% (n = 290,000); in the data active means inhibition above about 12%
# BoNT-A LC inh2: BoNT A light chain protease inhibition; AID 588499; actives 0.17% (n = 360,000); multiplex microsphere protease substrate cleavage, flow cytometry; inhibition, % at 10 µM; further: plate controls were buffer without enzyme for full effect and enzyme alone for no effect
# Anthrax LF prot: inhibitors of Bacillus anthracis lethal factor protease; multiplex microsphere protease cleavage assay, LF; inhibition, % at 10 µM; actives 0.12% (n = 360,000); further: plate controls were buffer without enzyme for full effect and enzyme alone for no effect
# SSB-PriA inh: inhibitors of Klebsiella pneumoniae PriA binding to SSB C-terminal tail; AlphaScreen SSBct-PriA binding, biotinylated peptide; inhibition, % at 33 µM; actives 0.6% (n = 430,000); AID 1272365; in the data active means inhibition mostly above about 37%, no sharp cut-off; inactive means mostly below about 20%;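 further: plate controls were negative control peptide for no effect and reference peptide for full effect; strong numbers were not always called active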
# Yp Topo-I inh: Y. pestis Topo-I inhibition via cleavage products | Y. pestis Topo-I cleavage product accumulation, plate reader | activity, % at 10 µM | actives 0.064% (n = 360,000) | AID 504884; in the data active means activity above about 50%, passing the limit was not always enough; inconclusive means no clear call, values can overlap the other calls; further: inactives centre near 2
# TcdB inh: TcdB glycohydrolase inhibition; actives 0.24% (n = 350,000); TcdB glycohydrolase enzymatic assay, plate reader; inhibition, % at 9.99 µM; in the data active means inhibition above about 10%
# Target sequence (P18177 whole entry, looked up): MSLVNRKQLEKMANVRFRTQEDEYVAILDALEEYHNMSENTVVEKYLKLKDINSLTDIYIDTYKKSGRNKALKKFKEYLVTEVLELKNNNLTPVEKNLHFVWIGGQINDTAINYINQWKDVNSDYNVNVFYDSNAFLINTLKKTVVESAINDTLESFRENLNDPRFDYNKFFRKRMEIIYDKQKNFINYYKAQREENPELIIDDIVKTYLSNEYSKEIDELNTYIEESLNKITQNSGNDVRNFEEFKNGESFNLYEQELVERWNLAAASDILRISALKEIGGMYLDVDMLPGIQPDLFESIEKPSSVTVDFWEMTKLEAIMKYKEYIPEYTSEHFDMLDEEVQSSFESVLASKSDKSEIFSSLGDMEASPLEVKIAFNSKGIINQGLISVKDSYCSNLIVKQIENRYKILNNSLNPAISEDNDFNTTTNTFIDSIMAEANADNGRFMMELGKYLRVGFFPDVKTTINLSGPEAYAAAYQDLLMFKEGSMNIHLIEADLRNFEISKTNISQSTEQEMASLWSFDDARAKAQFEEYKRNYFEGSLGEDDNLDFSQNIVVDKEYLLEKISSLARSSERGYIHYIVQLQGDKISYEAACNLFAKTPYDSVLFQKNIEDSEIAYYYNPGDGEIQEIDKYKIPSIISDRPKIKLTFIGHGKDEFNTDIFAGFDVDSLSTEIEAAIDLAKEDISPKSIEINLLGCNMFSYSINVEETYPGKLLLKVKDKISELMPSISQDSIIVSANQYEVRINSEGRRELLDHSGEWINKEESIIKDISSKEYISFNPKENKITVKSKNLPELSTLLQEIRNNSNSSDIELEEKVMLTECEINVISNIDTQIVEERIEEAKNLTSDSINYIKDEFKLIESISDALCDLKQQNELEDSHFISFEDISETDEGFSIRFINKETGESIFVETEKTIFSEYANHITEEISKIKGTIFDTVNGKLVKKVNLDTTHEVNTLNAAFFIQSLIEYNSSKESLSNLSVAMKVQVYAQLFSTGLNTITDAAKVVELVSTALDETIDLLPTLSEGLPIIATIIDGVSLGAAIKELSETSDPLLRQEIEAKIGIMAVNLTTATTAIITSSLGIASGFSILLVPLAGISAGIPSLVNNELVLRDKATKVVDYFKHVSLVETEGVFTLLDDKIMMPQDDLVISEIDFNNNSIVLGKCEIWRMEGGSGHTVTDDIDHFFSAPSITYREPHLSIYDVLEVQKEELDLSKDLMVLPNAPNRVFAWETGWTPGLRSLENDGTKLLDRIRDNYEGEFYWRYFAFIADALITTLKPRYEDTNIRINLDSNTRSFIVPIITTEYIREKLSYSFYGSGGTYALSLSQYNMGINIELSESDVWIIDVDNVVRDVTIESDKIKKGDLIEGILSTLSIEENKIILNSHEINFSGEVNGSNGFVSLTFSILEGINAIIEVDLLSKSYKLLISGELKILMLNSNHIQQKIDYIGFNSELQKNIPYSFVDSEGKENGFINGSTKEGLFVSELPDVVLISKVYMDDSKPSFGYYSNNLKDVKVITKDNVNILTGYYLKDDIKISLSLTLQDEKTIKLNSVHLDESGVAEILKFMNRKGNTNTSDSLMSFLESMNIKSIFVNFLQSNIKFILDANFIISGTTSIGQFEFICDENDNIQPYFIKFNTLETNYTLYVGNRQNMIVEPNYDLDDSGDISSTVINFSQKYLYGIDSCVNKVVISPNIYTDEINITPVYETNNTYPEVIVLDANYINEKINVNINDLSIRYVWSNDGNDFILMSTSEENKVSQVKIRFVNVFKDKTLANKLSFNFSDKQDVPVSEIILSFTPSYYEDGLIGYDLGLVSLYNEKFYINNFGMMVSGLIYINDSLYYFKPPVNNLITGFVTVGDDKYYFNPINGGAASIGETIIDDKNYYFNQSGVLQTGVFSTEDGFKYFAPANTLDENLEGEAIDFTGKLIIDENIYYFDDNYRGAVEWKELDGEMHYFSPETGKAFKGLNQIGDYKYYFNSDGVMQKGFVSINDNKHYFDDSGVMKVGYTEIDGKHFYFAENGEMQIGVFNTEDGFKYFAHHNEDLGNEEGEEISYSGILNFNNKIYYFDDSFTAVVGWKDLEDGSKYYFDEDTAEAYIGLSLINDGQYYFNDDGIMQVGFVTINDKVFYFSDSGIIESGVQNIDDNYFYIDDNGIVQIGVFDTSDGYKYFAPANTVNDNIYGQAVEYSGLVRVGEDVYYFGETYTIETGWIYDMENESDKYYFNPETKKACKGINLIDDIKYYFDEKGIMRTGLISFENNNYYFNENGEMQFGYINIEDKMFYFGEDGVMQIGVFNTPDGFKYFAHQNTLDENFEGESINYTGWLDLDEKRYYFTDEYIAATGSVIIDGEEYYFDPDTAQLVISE
# An asterisk follows results filed as active; i = inactive; ? = inconclusive; nt = not tested or not shown; & = joins results of further samples. Unless noted, no stated cut-off is given here; in the data, active means inhibition above about 30%; inconclusive means no clear call, values can overlap the other calls; inactive means below that. Not all compounds are listed; rates above refer to the full screens.
SMILES,CCHF vOTU inh,PfHsp40 yeast,Vc quorum ag,VHR inh abs,SARS 3CLpro inh,BoNT-A LC inh2,Anthrax LF prot,SSB-PriA inh,Yp Topo-I inh,TcdB inh
CSc1nsc(SCC(=O)NCc2ccc(C)cc2)n1,-4,-0.6,-0.7,40,4,1.9,-1,-8,5,-1.5
C/C(N)=C(/C#N)C(=O)CSc1nc2cc(Cl)ccc2s1,2,-0.2,i,13,3,?,1,1,0,nt
Cc1ccc(CN2CC(C(=O)N3CCN(S(=O)(=O)c4c(F)cccc4F)CC3)CC2=O)cc1 (stereo not drawn),7,1.1,i,nt,nt,-4.4,0,-15,-4,1.3
Nc1cc(=O)[nH]c(=O)n1-c1cccc(F)c1,-8,-1.6,-0.2,22,2,0.3,-2,-1,3,0.5
Cc1nn(-c2ccccc2)c(Cl)c1/C=N/NC(=O)CNc1n[nH]c(=O)[nH]c1=O,-12,nt,nt,10,3,nt,nt,nt,nt,0.7
COc1ccc(CNCC2COc3ccccc3O2)cc1 (stereo not drawn),-1,-1.6,i,-4,-1,-3.0,-10,-3,0,3.6
COC(=O)c1ccccc1NC(=O)C(CCS(C)(=O)=O)NC(C)=O (stereo not drawn),8,0.0,5.0,20,-2,-0.8,2,-5,8,nt
COCc1cc(=O)[nH]c(/N=C(\N)Nc2c(F)cccc2F)n1,9,nt,-0.7,6,0,7.1,-4,nt,-3,0.2
Cc1ccc(C)c(S(=O)(=O)N2CCN(C(=O)CN3C(=O)C4CC=CCC4C3=O)CC2)c1 (stereo not drawn),-12,0.7,2.9,nt,nt,5.2,1,-11,2,-0.6
CC(NC(=O)c1ccc(N2CCCC2)c([N+](=O)[O-])c1)c1ccc(S(N)(=O)=O)cc1 (stereo not drawn),10,-0.7,0.9,-17,0,3.1,1,2,9,-0.4
COC(=O)c1ccc2c(=O)n(Cc3ccc(C(=O)NC4CCCC4)cc3)c(=S)[nH]c2c1,-1,0.2,-1.1,13,-2,0.5,-1,-13,-1,nt
COc1cccc(/C=N/c2oc(-c3ccccc3)cc2C#N)c1O,-12,0.1,i,-5,-3,-0.5,-12,nt,-7,nt
CCN(C(=O)c1ccc(NC(=O)c2ccco2)cc1)c1ccccc1,3,-0.2,i,-8,-2,-0.2,1,3,-3,1.6
COc1cc(NS(=O)(=O)c2c(C(=O)N3CCOCC3)c(C)n(C)c2C)cc(OC)c1OC,-4,-1.5,i,8,-3,2.1,-1,5,-2,-1.0
CCOC(=O)C(C#N)=CN1CCN(C(=O)CCCl)c2ccccc21,-15,-0.1,-0.1,nt,nt,0.1,0,-3,8,1.6
O=C1NC[C@@H]2CCCN2C1=O,-6,nt,nt,nt,nt,0.2,4,nt,nt,-0.8
O=C(CSc1nnc(NC(=O)c2ccccc2)s1)NCC1CCCO1 (stereo not drawn),15,-2.1,i,6,1,-0.4,-2,-6,-1,0.6
CCOc1ccccc1NC(=S)N1CCC(c2nc3ccccc3o2)CC1,-3,-0.7,i,2,2,0.1,-1,0,21,1.1
COc1ccc(/C=C/C(=O)NCC(=O)N/N=C(/C)c2ccco2)cc1,6,0.5,-0.2,-6,4,0.8,-4,nt,3,0.0
O=C(CSc1ccc(S(=O)(=O)N2CCCC2)cn1)Nc1ccc([N+](=O)[O-])cc1C(F)(F)F,4,1.5,-2.8,nt,nt,-0.7,-1,16,19,0.6
COc1cc(OC)cc(C(=O)Nc2ccc(S(=O)(=O)Nc3cnc4ccccc4n3)cc2)c1,6,nt,-0.1,nt,nt,-8.2,?,-4,3,-5.3
NS(=O)(=O)c1ccc(N/C=C\C(=O)c2ccc(F)cc2)cc1,12,0.6,1.7,34,-2,-0.8,-4,-1,-2,1.3
COCCCN1C2=C(C(=O)CC(C)(C)C2)C(c2ccc(O)c(OC)c2)C2=C1CC(C)(C)CC2=O,10,1.2,1.6,25,3,-1.9,0,3,1,-11
COCC(=O)N(Cc1cc2ccccc2[nH]c1=O)c1ccccc1OC,-1,-1.1,i,-8,-5,-0.6,0,-31,1,nt
COc1ccc(C(=O)c2oc3ccc(OC)cc3c2N)cc1,17,0.4,1.0,16,-3,-0.1,-7,-23,-2,1.3
# Remaining list, next part.
SMILES,CCHF vOTU inh,PfHsp40 yeast,Vc quorum ag,VHR inh abs,SARS 3CLpro inh,BoNT-A LC inh2,Anthrax LF prot,SSB-PriA inh,Yp Topo-I inh,TcdB inh
O=C(c1ccccc1F)N1N=C(C(F)(F)F)CC1(O)c1ccccc1 (stereo not drawn),4,nt,-5.9,nt,nt,-0.2,-4,nt,12,1.2
CCOC(=O)c1c(C)[nH]c(C)c1S(=O)(=O)N(C)CC(=O)Nc1cccc(C)n1,-6,-0.3,1.0,-1,4,1.5,1,1,2,-0.1
CCc1ccc(NC(=O)C(=O)NNC(=O)COc2cccc(OC)c2)cc1,-1,0.7,-0.3,7,3,0.2,-2,-9,-5,-1.8
COc1ccc(CN(CCCN2CCOCC2)C(=O)Nc2ccccc2)cc1OC,-1,0.2,i,24,-2,?,-7,-4,-3,nt
COc1ccc(NCC(=O)Nc2cccc(S(=O)(=O)N3CCCC3)c2)cc1Cl,19,-1.3,0.4,nt,nt,-0.6,2,4,9,-5.0
N/C(=N\OC(=O)c1cccc(Br)c1)c1ccncc1,-6,-1.0,i,-7,-2,0.1,2,i,4,0.9
COc1cc(C2c3c(oc4cc(C)c(C)cc4c3=O)C(=O)N2c2cc(C)ccn2)ccc1O (stereo not drawn),10,-1.0,6.2,4,-6,-0.8,-5,-4,4,nt
O=C(COC(=O)c1ccc(S(=O)(=O)NCc2ccco2)cc1)c1ccccc1,17,1.2,i,13,-5,-1.2,-1,-10&-12,-10,nt
CCC(=O)OCC(=O)Nc1ncc(C(F)(F)F)cc1Cl,5,0.5,-0.4,-8,6,0.4,-2,2,-3,-3.2
CCOC(=O)c1c(-c2cccs2)csc1NC(=O)CCCC(=O)O,5,1.2,-4.2,26,0,-0.4,-6,-13,8,-0.6
CC(N=c1ccccn1C(=O)Nc1cccc(C(F)(F)F)c1)c1ccco1 (stereo not drawn),-2,-0.1,-17,0,-3,0.2,6,-3,3,nt
CC(C)(C)c1ccc(OCC(O)CSc2ncn[nH]2)cc1 (stereo not drawn),-8,-0.5,i,16,-5,-1.3,-4,3,1,1.1
COCCSc1ccccc1C(=O)Nc1nncs1,-1,-0.4,-0.4,2,-6,-0.7,-10,-3,0,nt
CN(C(=O)Cn1cc(C(F)(F)F)cc(Cl)c1=O)C1CCS(=O)(=O)C1 (stereo not drawn),20,1.0,14,nt,nt,0.5,-1,-8,0,-11
COc1ccc(C(C(=O)NCCC(C)C)N(CCN2CCOCC2)C(=O)Cn2nnc3ccccc32)c(OC)c1 (stereo not drawn),-9,-0.3,-0.2,-1,1,0.3,-4,-10,8,0.6
CS(=O)(=O)c1ccc(Cl)c(NC(=O)CCc2ccccc2)c1,-5,-0.1,-0.4,6,-1,-0.9,-8,-18,-1,0.6
Cc1cc(C)n(-c2nc3ccccc3nc2N2CCOCC2)n1,16,0.3,-0.2,8,5,-0.4,-4,-5,3,-4.9
Cc1cc(C)cc(OC(=O)CN2C(=O)c3ccccc3C2=O)c1,11,0.4,-1.3,14,2,nt,nt,-16,4,1.6
CC(C)(CO)NCc1cccc(OCc2ccc(Cl)cc2)c1,1,-1.4,0.1,-2,1,-0.5,1,-9,-3,nt
Nc1ncn(C(=O)c2ccco2)n1,-1,1.6,-0.1,7,3,0.4,2,-8,-4,nt
O=S(=O)(Nc1nc(-c2ccco2)c(-c2ccco2)s1)c1ccc(F)cc1F,23,nt,i,nt,nt,0.4,0,nt,-4,-1.3
COc1ccc(CNC(=O)c2c(O)c3cccc4c3n(c2=O)CCC4)cc1OC,-4,-1.3,i,19,0,nt,nt,-8,40,nt
COc1cc(OC)cc(C(=O)OCc2cc3ccccc3[nH]c2=O)c1,4,0.4,-1.0,10,4,0.2,1,-18,-6,nt
Cc1ccc(C2CC(c3ccco3)n3nc(N)nc3N2)cc1 (stereo not drawn),-20,1.4,i,13,-3,-0.8,3,-3,12,1.9
COC(=O)CCCCCN1C(=O)/C(=C\c2ccncc2)SC1=S,-10,-0.5,-0.9,29,2,2.9,6,6,-6,0.9
O=C(/C=C/c1ccccc1Cl)N1CCN(c2ncccn2)CC1,-16,0.5,-2.6,1,0,-0.1,-2,-18,5,nt
O=C(NCCc1ccccc1)c1ccc([N+](=O)[O-])cc1,-6,-0.1,i,-6,-1,-0.1,-1,-9,-6,nt

# An excerpt from above in order of SMILES length, highest first:
SMILES,CCHF vOTU inh,PfHsp40 yeast,Vc quorum ag,VHR inh abs,SARS 3CLpro inh,BoNT-A LC inh2,Anthrax LF prot,SSB-PriA inh,Yp Topo-I inh,TcdB inh
COc1ccc(C(C(=O)NCCC(C)C)N(CCN2CCOCC2)C(=O)Cn2nnc3ccccc32)c(OC)c1 (stereo not drawn),-9,-0.3,-0.2,-1,1,0.3,-4,-10,8,0.6
COc1cc(C2c3c(oc4cc(C)c(C)cc4c3=O)C(=O)N2c2cc(C)ccn2)ccc1O (stereo not drawn),10,-1.0,6.2,4,-6,-0.8,-5,-4,4,nt
CCOC(=O)c1c(C)[nH]c(C)c1S(=O)(=O)N(C)CC(=O)Nc1cccc(C)n1,-6,-0.3,1.0,-1,4,1.5,1,1,2,-0.1
O=C(COC(=O)c1ccc(S(=O)(=O)NCc2ccco2)cc1)c1ccccc1,17,1.2,i,13,-5,-1.2,-1,-10&-12,-10,nt
CCc1ccc(NC(=O)C(=O)NNC(=O)COc2cccc(OC)c2)cc1,-1,0.7,-0.3,7,3,0.2,-2,-9,-5,-1.8
O=C(c1ccccc1F)N1N=C(C(F)(F)F)CC1(O)c1ccccc1 (stereo not drawn),4,nt,-5.9,nt,nt,-0.2,-4,nt,12,1.2
COc1cc(OC)cc(C(=O)OCc2cc3ccccc3[nH]c2=O)c1,4,0.4,-1.0,10,4,0.2,1,-18,-6,nt
CS(=O)(=O)c1ccc(Cl)c(NC(=O)CCc2ccccc2)c1,-5,-0.1,-0.4,6,-1,-0.9,-8,-18,-1,0.6
CC(C)(C)c1ccc(OCC(O)CSc2ncn[nH]2)cc1 (stereo not drawn),-8,-0.5,i,16,-5,-1.3,-4,3,1,1.1
CC(C)(CO)NCc1cccc(OCc2ccc(Cl)cc2)c1,1,-1.4,0.1,-2,1,-0.5,1,-9,-3,nt
N/C(=N\OC(=O)c1cccc(Br)c1)c1ccncc1,-6,-1.0,i,-7,-2,0.1,2,i,4,0.9
COCCSc1ccccc1C(=O)Nc1nncs1,-1,-0.4,-0.4,2,-6,-0.7,-10,-3,0,nt

# From PubChem
